High-throughput results as filed in PubChem.
mec2-1 = NCI yeast anticancer drug screen, S. cerevisiae mec2-1 strain; % growth inhibition at 50 µM; 9% of 79,000 active; AID 157;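 also: 0% = growth of vehicle-only cultures of the same strain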
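Readout is yeast growth inhibition, normalised to vehicle-treated controls, in the mec2-1 strain exposed to compound.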
cln2 rad14 = NCI yeast anticancer drug screen, S. cerevisiae cln2 rad14 strain; AID 165; 8.3% of 78,000 active; growth inhibition, % at 50 µM;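 also: 0% = growth of vehicle-only cultures of the same strain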
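The screen exposed genetically defined yeast (cln2 rad14) to test compounds and scored growth inhibition relative to vehicle-treated controls.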
yeast sgs1 mgt1 = NCI yeast anticancer drug screen, S. cerevisiae sgs1 mgt1 strain | % growth inhibition at 50 µM | 10% of 78,000 active;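 also: 0% = growth of vehicle-only cultures of the same strain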
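This yeast growth screen uses a strain with defined DNA-repair lesions; compound-treated growth is compared with vehicle-treated growth.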
bub3 = NCI yeast anticancer drug screen, S. cerevisiae bub3 mutant strain. growth inhibition, % at 50 µM. 9.9% of 78,000 active. AID 167;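 also: 0% = growth of vehicle-only cultures of the same strain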
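Compounds were applied to a genetically altered yeast strain carrying a cell-cycle control defect. Growth inhibition was scored against vehicle-treated controls.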
yeast mlh1 rad18 = NCI yeast anticancer drug screen, S. cerevisiae mlh1 rad18 strain; growth inhibition, % at 50 µM; 11% of 79,000 active; AID 175;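 also: 0% = growth of vehicle-only cultures of the same strain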
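Compound-treated yeast growth, normalised to vehicle controls. Strain bears defined DNA repair mutations.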
rad50 = NCI yeast anticancer drug screen, S. cerevisiae rad50 strain; growth inhibition, % at 50 µM; 10% of 79,000 active; AID 155;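 also: 0% = growth of vehicle-only cultures of the same strain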
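Relative growth inhibition (compound vs vehicle) was measured in yeast with a defined repair-gene alteration.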
* = called active by the depositor; nt = not tested or not shown; & = joins results of further samples. Rule as the data show it: active = growth inhibition above about 70%; inactive = the rest.

SMILES | mec2-1 | cln2 rad14 | yeast sgs1 mgt1 | bub3 | yeast mlh1 rad18 | rad50
Cc1ccc(-c2cc(Cl)c3cc(S(=O)(=O)F)ccc3n2)cc1 | -17 | nt | nt | nt | -9 | -4
O=C(N/N=C/c1cc(Cl)cc(Cl)c1[O-])c1ccccc1O.O=C(N/N=C/c1cc(Cl)cc(Cl)c1[O-])c1ccccc1O.[Mn+2] | 91* | 85* | 47 | 91* | 68 | 67
Cc1ccc(NC(=O)/C(=N\Nc2ccc([N+](=O)[O-])cc2[N+](=O)[O-])C2C(=O)NC(=O)NC2=O)cc1 | -7 | 7 | 3 | 3 | 7 | -9
C[C@]12CCC(=O)C=C1CC[C@@H]1[C@@H]2CC[C@]2(C)C(=O)[C@H](n3ccnc3)C[C@@H]12 | 2 | 3 | 1 | -1 | 6 | -1
CC1=C[C@H]2O[C@H]3C[C@H]4OC(=O)/C=C\C=C\C(=O)OCC[C@@H](C)C(O)C(=O)OC[C@@]2(CC1)[C@@]4(C)[C@]31CO1 (some centres not stated) | 95* | 93* | 95* | 94* | 94* | 94*
CC(OC(N)=O)C(F)(F)C(F)F (configuration not stated) | -9 | -39 | 1 | -13 | -2 | -27
COc1ccc2c(c1O)C13CCN(C)C(C2)C1CCC(O)C3 (configuration not stated) | 3 | -12 | -12 | -2 | -20 | -16
CC(C)COC(=O)CO[N+](=O)[O-] | 12 | 0 | 20 | 46 | 14 | 27
COc1ccc(CC2c3cc(OC)c(OC)cc3CCN2C)cc1OC (configuration not stated) | -18&-5 | 13&-5 | -8&-8 | -3&13 | 2&8 | -11&-4
O=c1oc2cc(O)ccc2c(O)c1C(c1ccccn1)c1c(O)c2ccc(O)cc2oc1=O | 9 | -2 | -14 | -17 | -52 | 13
COc1cc(C2c3cc4c(cc3C(O)[C@H]3COC(=O)C23)OCO4)cc(OC)c1O (some centres not stated) | -51 | -2 | -27 | -14 | 39 | -39
CNP1(N(C)C)=NP(NC)(N(C)C)=NP(NC)(N(C)C)=N1 (configuration not stated) | 13 | -7 | -11 | 7 | 10 | -14
NC(=O)/C=C\C(=O)NC1CCSC1=O (configuration not stated) | -2 | -31 | 6 | -11 | -5 | 3
Nc1cccc(P(=O)(O)O)c1 | -16 | -12 | -3 | -25 | 6 | 18
CCCCP(=S)(CCCC)P(=S)(CCCC)CCCC | -9 | -20 | -1 | -7 | 0 | -4
CC(C)(NC1=NCCO1)c1ccccc1 | -17 | 6 | -8 | -14 | 62 | -5
CN(C)/C=C/C(=CC=[N+](C)C)/C=C/N(C)C | 7 | 16 | 17 | 3 | -2 | 2
CCC1(CCNC(=O)CCl)C(=O)NC(=O)NC1=O | -4 | -38 | 7 | 5 | -9 | 3
O=NC1C(=O)NC(=O)NC1=O | -6 | 15 | 3 | 12 | -4 | 2
Cc1cc(C)c(C#N)c(SSC(Cl)(Cl)Cl)n1 | 19 | 15 | 59 | 62 | 41 | 6
NP(N)(=O)c1ccc(Cl)cc1 | -8 | 9 | 15 | 1 | -11 | 13
COc1ccc(CC2OC3(CCCCC3)CC3CCCCN32)cc1 (configuration not stated) | 14 | 8 | 12 | -6 | 6 | 23
CCCCN1CCC2(C)c3cc(O)ccc3CC1C2CC (configuration not stated) | 10 | -47 | 4 | 11 | 13 | 7
N#CC(C#N)/C=C/[Se]c1ccccc1 | 2 | 27 | 2 | 0 | 4 | 14
Clc1ccc2c(c1)C(c1ccccc1Cl)=NCC(SCCN1CCOCC1)=N2 | 94* | 82* | 90* | 96* | 92* | 97*
Nc1nc(-c2cccc(S(=O)(=O)F)c2)cs1 | 21 | 41 | 56 | 51 | 35 | 43
C(#CP(c1ccccc1)c1ccccc1)c1ccccc1 | 35 | 20 | 75* | 77* | 85* | 62
CCCC(C)C1(C)C(=O)NC(=O)N(C)C1=O (configuration not stated) | 18 | 12 | 0 | 1 | -12 | 4
CCN(CC)C1CCCCC1 | 16 | -36 | -1 | -1 | 11 | 20
CNC(=O)C(CC(C)N(C)C)(c1ccccc1)c1ccccc1 (configuration not stated) | -4&-8 | -28&-27 | 4&12 | -1&-18 | 18&12 | -6&0

Taken from above:
Nc1nc(-c2cccc(S(=O)(=O)F)c2)cs1 | rad50: 43
COc1cc(C2c3cc4c(cc3C(O)[C@H]3COC(=O)C23)OCO4)cc(OC)c1O (some centres not stated) | mec2-1: -51
NC(=O)/C=C\C(=O)NC1CCSC1=O (configuration not stated) | bub3: -11
CCCCN1CCC2(C)c3cc(O)ccc3CC1C2CC (configuration not stated) | mec2-1: 10

Further results
SMILES | mec2-1 | cln2 rad14 | yeast sgs1 mgt1 | bub3 | yeast mlh1 rad18 | rad50
Cc1ccc2c3c(c(=O)oc2c1)[C@H](C)C[C@@](C)(CO)O3 | 2 | -5 | 10 | 4 | -7 | -8
CCOP(=O)(CC(=O)OC)OCC | -13 | nt | nt | nt | 9 | 7
CNC1(c2ccccc2)CC1 | -12 | -61 | 1 | 15 | -7 | 25
NS(=O)(=O)c1cc(N(CCCl)CCCl)c([N+](=O)[O-])cc1[N+](=O)[O-] | -37 | 2 | -12 | -16 | -34 | -73
Clc1ccc(C2CC3CCCCN3O2)cc1 (configuration not stated) | 3 | -1 | 6 | 12 | 5 | 14
CCOC(=O)c1ccc2[nH]c(-c3ccc(S(=O)(=O)F)cc3)cc(=O)c2c1 | -7 | 19 | -28 | -34 | 6 | -5
NC(=NCc1ccccc1)N[N+](=O)[O-] | 4 | 18 | -11 | 31 | -3 | -7
O=[N+]([O-])c1cccc2c([N+](=O)[O-])cccc12 | 5 | -5 | -1 | -1 | 0 | 4
COc1ccc(Br)cc1/C=C/[N+](=O)[O-] | 99* | 78* | 99* | 96* | 99* | 99*
CC(Cl)C(=O)OC(C)(C)Cl (configuration not stated) | 26 | 11 | 12 | 17 | 3 | 20

Random excerpt: 2 compounds from above, in no set order.
SMILES | mec2-1 | cln2 rad14 | yeast sgs1 mgt1 | bub3 | yeast mlh1 rad18 | rad50
Clc1ccc(C2CC3CCCCN3O2)cc1 (configuration not stated) | 3 | -1 | 6 | 12 | 5 | 14
COc1ccc(Br)cc1/C=C/[N+](=O)[O-] | 99* | 78* | 99* | 96* | 99* | 99*

Back to the main list, repeating the four entries before the break.
SMILES | mec2-1 | cln2 rad14 | yeast sgs1 mgt1 | bub3 | yeast mlh1 rad18 | rad50
NC(=NCc1ccccc1)N[N+](=O)[O-] | 4 | 18 | -11 | 31 | -3 | -7
O=[N+]([O-])c1cccc2c([N+](=O)[O-])cccc12 | 5 | -5 | -1 | -1 | 0 | 4
COc1ccc(Br)cc1/C=C/[N+](=O)[O-] | 99* | 78* | 99* | 96* | 99* | 99*
CC(Cl)C(=O)OC(C)(C)Cl (configuration not stated) | 26 | 11 | 12 | 17 | 3 | 20
Oc1c(Cl)cccc1Cl | -52 | -2 | -63 | -55 | 3 | -22
O=C(O)CC(=O)O.[Co+2].[NH-]CC(=O)O.[NH-]CC(=O)O | -7 | 1 | 10 | -1 | -16 | 15
C1CCN2CC34CC(CC5CCCN(C6CCCC3N6)C54)C2C1 (configuration not stated) | -43 | 11 | -22 | -36 | -100 | -20
COC(c1ccccc1)(c1ccccc1)C1C(c2ccccc2)N1C1CCCCC1 (configuration not stated) | -5 | -1 | 43 | -5 | 23 | 46
COc1ccc(OC)c(NC2=NCCO2)c1 | -22 | -14 | -50 | -45 | -36 | -54
[N-]=[N+]=C1C(=O)C2CC3CC(C2)CC1C3 | -13 | -12 | -42 | -12 | -33 | -17
O=C(O)C(O)(c1ccccc1)c1ccsc1 (configuration not stated) | 2 | -29 | -9 | 2 | 9 | 4
CC(CCl)N1C[C@@H]2[C@@H]3CC[C@@H](C3)[C@@H]2C1 (some centres not stated) | -6 | 37 | -4 | 22 | 24 | 43
O=[N+]([O-])c1cc(F)cc([N+](=O)[O-])c1O | -12 | -26 | 18 | -29 | 36 | -1
CN(C)c1ccc(/C=C/c2cc[n+]3ccsc3n2)cc1 | 88* | 72* | 92* | 96* | 97* | 91*
CC1(C)N=C(N)N=C(N)N1c1ccc(CCc2ccc(S(=O)(=O)F)cc2)cc1 | 7 | -6 | -7 | -9 | 8 | 9
CCCCCCCCCCC[CH2][Hg][Cl] | 3 | -19 | 12 | -3 | -3 | 9
CCOC(=O)C(C)(Br)CC (configuration not stated) | -3 | -81 | -17 | -22 | -8 | -19
O=C1c2ccccc2C(=O)N1N1CC1c1ccccc1 (configuration not stated) | -36 | 18 | 8 | 6 | -1 | -8
C[C@]12CCC3[C@@H](CC[C@@H]4c5nonc5CC[C@]34C)C1CCC2=O (some centres not stated) | 48 | 68 | 88* | 78* | 81* | 87*
O=Cc1cn(CCCCCCCCCCCCn2cc(C=O)c3ccccc32)c2ccccc12 | -11 | -6 | 0 | 7 | -13 | -3
C#CC1(OC(C)=O)CCC2C3CCC4=CC(=O)CCC4(C)C3CCC21C (configuration not stated) | 6 | -11 | 4 | -9 | 20 | 32
N[C@@H]1CCCC[C@@H]1N | -26 | -32 | -6 | -9 | -3 | -48
CC(=O)OC1=CCC2(C)C(CCC3C2CCC2(C)C(OC(C)=O)CCC32)C1 (configuration not stated) | 13 | -8 | 6 | 3 | 20 | 8
S=C(SP(SC(=S)N1CCCCC1)SC(=S)N1CCCCC1)N1CCCCC1 | -32 | -10 | 47 | -2 | 40 | 29
CC(=O)Cc1ccc(C)cc1 | -42 | 7 | -30 | -44 | -20 | -40
CC(C)(C)C(=O)O | -40 | 10 | -10 | 10 | 10 | 21
O=C1NC(=O)C(=C2C(=O)COC2=O)C(=O)N1 | -17 | -2 | -14 | -3 | -20 | -4
COc1cc(C2(C)CCCCC2)c(OC)cc1C1(C)CCCCC1 | 1 | -69 | 23 | 3 | 9 | -8
CC(C)(C)C1=C(Br)C(O)(C(C)(C)C)OP1(=O)c1ccccc1 (configuration not stated) | -19 | 24 | 1 | -9 | 6 | -24
COc1ccc(C(N)Cc2cc(OC)c(OC)c(OC)c2)cc1 (configuration not stated) | 6 | -10 | 3 | 8 | -9 | -15
Cn1c(=O)c2c(ncn2CCCl)n(C)c1=O | 5 | -37 | 8 | -4 | 14 | 13
S=c1sc(-c2ccccc2)c[se]1 | 22 | 88* | 46 | 35 | 33 | 67
CCCCCCCC(=O)[O][Pb]([CH2]C)([CH2]C)[CH2]C | -29 | -2 | 2 | 0 | -21 | -8
S=P(CP(=S)(c1ccccc1)c1ccccc1)(c1ccccc1)c1ccccc1 | 7 | -75 | 16 | 4 | 11 | -9
CC(N)Cc1c[nH]c2ccccc12 (configuration not stated) | -22 | 21 | 1 | -2 | 13 | 3
O=[N+]([O-])c1cc(S(=O)(=O)F)cc(Cl)c1O | 2 | -4 | 2 | -3 | 8 | -10
ClC1OC(Cl)(Cl)C(Cl)(Cl)OC1(Cl)Cl (configuration not stated) | 4 | -4 | 35 | 19 | 46 | 8
O=[N+]([O-])O.[NH-]C1CCCCC1[NH-].[NH-]C1CCCCC1[NH-].[NH-]C1CCCCC1[NH-].[OH-].[OH-].[OH-].[Pt+4].[Pt+4].[Pt+4] (configuration not stated) | -16 | -7 | -22 | -32 | 29 | 51
O=C(O)C(F)(F)F.[Ag] | 99* | 99* | 99* | 98* | 98* | 98*
C[C@@H]1CC[C@@]2(NC1)O[C@H]1C[C@H]3[C@@H]4CC[C@H]5C[C@@H](O)CC[C@]5(C)[C@H]4CC[C@]3(C)[C@H]1[C@@H]2C | 94* | 92* | 94* | 93* | 88* | 93*
CC(=O)CCC(=O)O | 1 | 16 | -39 | -7 | -20 | -7
CCOP(O)(=S)OCC.[Yb] | -2 | -23 | -1 | -1 | -7 | 22
C/C=C(\C)C1(C)C(=O)NC(=O)NC1=O | 6&13 | 3&8 | -4&1 | -3&9 | -13&2 | 15&8
O=S(=O)(F)c1ccc(Cl)cc1C[P+](c1ccccc1)(c1ccccc1)c1ccccc1 | 20 | 11 | 54 | 38 | 69 | 46
COc1ccccc1CC(C)NC(C)Cc1ccccc1OC (configuration not stated) | -3 | -2 | 8 | -1 | 8 | 2
O=C(O)C1CCCC(C(=O)O)[N-]1.O=C(O)C1CCCC(C(=O)O)[N-]1.[Cr+2] (configuration not stated) | -4 | -14 | 16 | -2 | 14 | 31
COc1ccc2nc3cc(Cl)ccc3c(NCCCN(CCCl)CCCl)c2c1 | 19 | 34 | 37 | 8 | nt | 51

A portion of the library; count on the stated rates, not on these rows.
